Bioassay records from PubChem.
S1P1 ag-PAM: agonists and agonism potentiators of human S1P1 receptor; S1P1 CRE-bla cells, forskolin, beta-lactamase FRET, potentiator mode; S1P1 agonist co-added at EC20, 2 nM; 100% = saturating reference agonist, 0% = basal; activation, % at 9.5 µM; 0.57% of 56,000 active;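 active = activation above a cutoff set at the mean activation of all tested compounds plus 3 SD, cut at about 54% in these data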;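 note: forskolin at 4 µM as EC80 and the EC20 agonist is SEW2871; 100% = SEW2871 at its EC100 plus forskolin at EC80; some compounds past the cut are filed as inactive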
5-HT1A blocker: 5-HT1a (human) receptor antagonism; inhibition, % at 10 µM; CHO 5-HT1a Ga15 NFAT-bla reporter, antagonist mode; P08908; 0.68% of 62,000 active;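 active = inhibition above the mean of all tested compounds plus 3 SD, cut at about 43% in these data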;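 note: receptor stimulated by 5-CT agonist at 100 nM near EC80; beta-lactamase reporter measured by ratiometric fluorescence of a cleavable substrate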
Target sequence (P08908 whole entry, looked up): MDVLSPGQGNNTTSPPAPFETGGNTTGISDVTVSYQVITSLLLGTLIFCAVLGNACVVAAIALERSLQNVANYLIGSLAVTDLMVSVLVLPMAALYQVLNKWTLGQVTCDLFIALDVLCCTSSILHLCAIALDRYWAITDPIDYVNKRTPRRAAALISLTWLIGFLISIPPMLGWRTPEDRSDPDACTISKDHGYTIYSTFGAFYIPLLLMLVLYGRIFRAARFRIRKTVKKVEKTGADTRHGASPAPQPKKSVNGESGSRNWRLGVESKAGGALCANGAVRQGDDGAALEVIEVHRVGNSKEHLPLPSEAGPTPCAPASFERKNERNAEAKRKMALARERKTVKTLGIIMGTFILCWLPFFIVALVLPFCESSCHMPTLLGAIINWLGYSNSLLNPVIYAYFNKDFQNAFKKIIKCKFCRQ
Ecoli tolC: blocks growth of E. coli BW25113 tolC mutant; OD615; growth inhibition, % at 10 µM (by protocol); 2.2% of 65,000 active; AID 573;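 active = growth inhibition at or above a cutoff equal to the mean over every tested compound plus 3 SD, cut at about 60% in these data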;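 note: growth measured after 20 h incubation at 37 °C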
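Assay system: tolC-deleted E. coli BW25113. Medium: kanamycin-containing LB broth (50 µg/mL). Dosing: 10 µM final, single dose. Timing: bacterial growth with compound for 20 h at 37 °C. Detection: A615 absorbance measurement. Read-out basis: growth inhibition in percent.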
HTR1E agonist: activates the human 5-HT1E serotonin receptor. P28566. CHO 5-HT1E Ga15 NFAT-bla reporter, FRET; 0% DMSO wells, 100% control agonist wells. activation, % at 6 µM. 0.69% of 65,000 active;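 active = activation above a set limit, the screen-wide mean activation plus 3 SD, cut at about 8.5% in these data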;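 note: 100% = positive control agonist at 1 µM giving full maximal response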
Target sequence (P28566 whole entry, looked up): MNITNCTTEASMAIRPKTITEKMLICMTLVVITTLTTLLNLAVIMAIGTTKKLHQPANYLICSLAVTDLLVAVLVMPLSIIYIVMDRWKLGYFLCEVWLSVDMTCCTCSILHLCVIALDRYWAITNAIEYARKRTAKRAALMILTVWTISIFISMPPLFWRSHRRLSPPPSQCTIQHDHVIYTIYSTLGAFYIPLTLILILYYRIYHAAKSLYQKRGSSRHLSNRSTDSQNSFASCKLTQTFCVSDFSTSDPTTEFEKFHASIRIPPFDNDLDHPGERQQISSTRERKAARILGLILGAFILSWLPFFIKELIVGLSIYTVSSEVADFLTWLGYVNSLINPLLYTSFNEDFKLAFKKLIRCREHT
SF1 activator: activates the human nuclear receptor SF-1 | CHO-K1 Gal4-SF-1 LBD luciferase reporter; % increase over DMSO SF-1-specific signal | activation, % at 10 µM | 1.9% of 65,000 active | Q13285 | AID 522;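 active = activation above the mean activation of all tested compounds plus 3 SD, cut at about 50% in these data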
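Test system: CHO-K1 cells with Gal4–hSF-1 LBD chimera plus Gal4-driven luciferase; Input: 4,000 cells/well; Compound: 10 µM only; Times: 20 h compound treatment, 37 °C; Measured by: steady-glow luciferase luminescence, read after 15 min reagent incubation; Measure: percent activation versus DMSO; Control set: DMSO and mock-transfected background; Replicates: one test per compound.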
S1P3 agonist: agonists of human S1P3 receptor. Q99500. S1P3 NFAT-BLA reporter cells, agonism, FRET ratio; relative to 1 µM S1P, basal subtracted. activation, % at 4.5 µM. 0.1% of 60,000 active;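 active = activation above the screen-wide mean plus 3 SD, cut at about 4.5% in these data, passing the limit was not always enough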; note: some compounds called inactive have numbers as strong as hits
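material = human S1P3 NFAT-BLA reporter CHO cells | schedule = 4 h compound at 37 °C, 2 h substrate at RT | measured by = fluorescent BLA substrate, ex 405 nm, em 460/535 nm ratio | controls = 1 µM S1P reference | replication = primary once, confirmation triplicate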
RORA act: RORA (human) activation. P35398. CHO-K1 Gal4-RORA LBD luciferase reporter, luminescence; percent increase over mock-subtracted basal signal. activation, % at 10 µM. 1.5% of 65,000 active;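 active = activation above the mean of all tested compounds plus 3 SD, cut at about 49% in these data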;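 note: 0% = DMSO-treated RORA cells and 100% = added signal equal to DMSO minus mock-transfected cells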
HTR1E antagonist: 5-HT1E (human) receptor antagonism. P28566. CHO 5-HT1E Ga15 NFAT-bla reporter, FRET, antagonist. inhibition, % at 6 µM. 0.99% of 65,000 active;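 active = inhibition above a set limit, the mean inhibition across every tested compound plus 3 SD, cut at about 29% in these data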;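 note: signal is the 460 over 535 nm emission ratio of beta-lactamase substrate; 0% = agonist plus DMSO wells and 100% = wells without agonist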
AP ELISA ortho: alternative pathway complement inhibition, orthogonal assay | Human serum alternative complement pathway, LPS-coated ELISA, C3 deposition; tested in compound mixtures | 0.08% of 62,000 active | AID 1235 | inhibition, % at 5 µM;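 active = inhibition above 30% in each of the two pooled mixtures holding the compound, so the lower value exceeds 30%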;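 note: 0% = serum in Mg-EGTA without compound and 100% = EDTA serum blank; some compounds past the cut are filed as inactive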
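Test system – human serum alternative complement pathway, C3 deposition on LPS-coated wells · Buffer or medium – diluted human serum in Mg2+-EGTA GVB++ · Compound dosing – 5 µM each compound, pools of ten, 50 µM per pool · Schedule – 1 h serum-compound exposure at 37 °C · Measured by – Anti-C3 ELISA, OD 450 nm · Read-out basis – percent inhibition of C3 deposition onto LPS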
* marks the source's active call; other numbers are inactive results; · = not tested or not shown. Hits appear at their usual frequency (roughly 7.1% active in at least one column).

SMILES	S1P1 ag-PAM	5-HT1A blocker	Ecoli tolC	HTR1E agonist	SF1 activator	S1P3 agonist	RORA act	HTR1E antagonist	AP ELISA ortho
COC(=O)c1ccccc1COn1c(=O)c[n+]([O-])c2ccccc21	-3	1	-9	0.4	15	0.0	-8	-4	7
CCOc1ccccc1N1CC(O)=C(c2nc3ccccc3s2)C1=N	23	27	51	-0.6	45	-0.6	30	9	2
O=C(Nc1ccc(O)c(C(=O)O)c1)c1ccc2c(c1)C(=O)N(CC1CCCO1)C2=O (centres undefined)	-5	-2	-6	-0.1	-8	-1.0	-8	-7	11
CCOc1ccc(CCNC(=O)CN2CCN(Cc3ccccc3C)C2=O)cc1OCC	-8	-8	2	-1.4	-2	-1.3	-12	-2	9
O=C(Cc1coc2ccc3ccccc3c12)N1CCN(c2ncccn2)CC1	-16	-7	7	-0.1	8	0.0	2	6	15
COc1ccc(OC)c(C2C3=C(CCCC3=O)Nc3c2c(=O)n(C)c(=O)n3C)c1 (centres undefined)	-17	-4	-2	0.5	1	-0.9	-24	5	12
O=CN1CCN(C(=O)CN2C(=O)c3ccccc3C2=O)CC1	-9	·	11	-0.6	0	-2.4	-21	-9	·
Cc1cc2cc(CNC(=O)c3ccc(Br)o3)ccc2n1C	-21	3	12	-0.1	4	-0.6	-4	-3	18
Cn1nnnc1SCCNCc1cccnc1	-15	-2	-6	-0.9	-10	-1.2	-8	12	31
CCOC(=O)c1ccc(Nc2c(CC)c(C)nc3ncnn23)cc1	·	-2	-3	-2.3	-4	·	-16	6	-4
O=C(CSC1=NCCS1)Nc1ccc(S(=O)(=O)N2CCCCCC2)cc1	22	-11	36	1.1	-16	-0.1	-3	8	23
CC(=O)N1CCN(c2ccc(Nc3nc(C)nc4c3oc3ccccc34)cc2)CC1	·	-1	-4	0.1	28	·	19	18	-6
c1ccc(Nc2nc3ccccc3n3cnnc23)cc1	-8	-4	12	1.1	9	-1.3	-15	20	-1
CCOc1ccc(N2C(=O)CC(NCCc3ccncc3)C2=O)cc1 (centres undefined)	12	19	-12	0.2	8	-0.7	5	5	11
O=C1CSC(c2ccco2)N1 (centres undefined)	-12	-12	-6	0.3	6	-0.7	-7	-10	2
COc1ccc(OC)c(CNC(=O)C2CCN(S(=O)(=O)N3CCCC3)CC2)c1	6	4	-8	-0.1	12	-1.6	-26	7	11
N#Cc1cc2c(nc1SCC(=O)N1CCCCC1)CCCCC2	·	-4	30	0.4	-23	-0.4	10	-7	2
Cc1cc(C(=O)CSc2nnc(-c3cccs3)o2)c(C)n1-c1ccccc1	101*	12	37	0.0	6	-0.7	-1	1	3
CC(=O)N1CCN(CC(=O)Nc2c(Cl)cccc2Cl)CC1	-3	-14	-10	-0.3	-1	-0.1	-12	-4	12
CCCC(=O)N(Cc1cc2cccc(C)c2[nH]c1=O)c1ccccc1OC	-4	-18	4	1.0	-11	-1.0	0	-9	18

Some of the entries so far, in CSV form.
structure,S1P1 ag-PAM,5-HT1A blocker,Ecoli tolC,HTR1E agonist,SF1 activator,S1P3 agonist,RORA act,HTR1E antagonist,AP ELISA ortho
O=CN1CCN(C(=O)CN2C(=O)c3ccccc3C2=O)CC1,-9,·,11,-0.6,0,-2.4,-21,-9,·
Cc1cc2cc(CNC(=O)c3ccc(Br)o3)ccc2n1C,-21,3,12,-0.1,4,-0.6,-4,-3,18

The list goes on.
SMILES	S1P1 ag-PAM	5-HT1A blocker	Ecoli tolC	HTR1E agonist	SF1 activator	S1P3 agonist	RORA act	HTR1E antagonist	AP ELISA ortho
Cc1ccc(C(=O)NCCCn2ccnc2)o1	-6	5	-15	0.2	-5	-1.2	4	-10	-4
Cc1cc(NC(=O)CN2CCC(O)(c3cccc(F)c3)CC2)no1	7	-3	-19	0.6	-6	0.0	-6	-5	11
Cc1nonc1NC(=O)c1ccccc1Br	-23	-10	-1	0.2	5	-0.9	5	-9	2
CCOC(=O)C1=C(O)CCn2c1nc1ccccc12	2	-7	9	0.3	-16	-0.5	7	-6	-2
c1ccc(N2CCN(c3nc4cc5c(cc4s3)OCCO5)CC2)cc1	3	0	-6	0.3	61*	0.1	77*	-2	13
Cc1ccc(/C=N/n2c(C)nnc2C)cc1	-23	-4	5	0.7	-5	-1.7	-23	5	-13
O=C(Cc1cc(=O)oc2cc(O)ccc12)NCC1CCC(C(=O)O)CC1 (centres undefined)	-8	-18	-18	2.5	11	0.0	-14	1	-6
CCCS(=O)(=O)N1CCN(CC2CC3C=CC2C3)CC1 (centres undefined)	-8	-1	-7	-0.1	0	6.9	19	-14	4
Cc1nc(NCc2ccco2)[nH]c(=O)c1CCC(C)C	·	3	19	-0.3	-8	-0.9	21	-6	9
CC(OC(=O)c1ccc2ccccc2n1)C(=O)Nc1ccc(N2CCOCC2)cc1 (centres undefined)	1	-88	-7	0.5	7	0.4	-6	-4	3
CCN(C1CCCCC1)S(=O)(=O)c1ccc(S(=O)(=O)NCc2ccncc2)cc1	88*	-11	20	0.3	-52	-1.5	-69	-4	-1
CN(C)/C=N/c1c(C(=O)NCc2ccccc2)nnn1Cc1ccccc1	11	18	-5	0.9	2	-1.2	-1	1	-2
COc1ccc(OC)c2[nH]c(=O)c(CCNC(=O)C(C)C)cc12	-8	6	15	-0.5	-7	-1.3	-25	12	-12
O=c1c2ccccc2oc2nc(-c3ccco3)n(Cc3ccccc3)c(=O)c12	-18	-19	1	0.7	3	-0.5	24	-11	18
NS(=O)(=O)c1ccc(CCNC(=O)CCCC2=NS(=O)(=O)c3ccccc3N2)cc1	23	-7	-4	-0.4	-4	-0.8	-9	6	3
O=C1CNC(=O)/C1=C\N1CCN(C(c2ccccc2)c2ccccc2)CC1	-19	0	-9	-0.6	-9	-0.7	1	-3	11
Cc1nc(C)n(C(C)CC(=O)O)n1 (centres undefined)	·	12	-25	-2.3	2	·	-11	10	1
O=C(c1ccccc1)N1CCCC(c2nc3c(nnn3Cc3ccccc3)c(=O)[nH]2)C1 (centres undefined)	12	-3	15	0.0	-1	-1.2	-1	-4	-34
CC(=O)NC1(C(F)(F)F)C(=O)Nc2c1c(=O)[nH]c(=O)n2Cc1ccco1 (centres undefined)	6	3	-11	-1.2	-14	-0.8	-13	3	-9
O=C1C2CCCN2C(c2ccc(F)cc2)N1c1nccs1 (centres undefined)	2	2	-7	-0.5	6	-0.5	-1	0	-1
CC(=O)NS(=O)(=O)c1ccc(NS(=O)(=O)c2ccc(F)cc2)cc1	4	-7	-2	-0.5	-7	-1.4	2	-1	-8
COc1ccc(Cl)cc1N1CC(c2nc3ccccc3[nH]2)CC1=O (centres undefined)	-20	10	8	1.1	1	-0.7	-2	0	18
Cc1nc2ccccc2c(=O)n1NC(=O)c1c(O)c2ccccc2n(C)c1=O	·	2	48	-0.4	16	-0.7	-12	-4	-7
COc1cccc(C(=O)Nc2ccc(-c3nnc(-c4ccco4)o3)cc2)c1	20	·	5	-0.2	11	-2.6	37	-5	4
COc1cc(C(=O)NCCC(=O)NCCN2CCOCC2)cc(OC)c1OC	-6	1	-16	-0.2	-16	1.0	8	-9	10
Cc1cc(NC(=O)C(C)C)ncc1NC(=O)c1cccc(F)c1	4	0	-11	-0.9	-2	-1.3	3	-3	14
CN(CCO)c1ncnc2nc[nH]c12	-18	14	-14	-0.1	1	0.4	-5	4	8
Cc1ccc(C(=O)CSc2n[nH]c(-c3ccco3)n2)cc1C	-35	-4	49	0.3	-4	-1.0	9	0	14
CC(C)(C)S(=O)(=O)c1ccccc1C(=O)O	-11	-2	-34	0.9	-17	0.9	-22	-2	8
CC1Cc2ccccc2N1Cc1cc(=O)n2ccsc2n1 (centres undefined)	46	1	8	-0.4	1	-1.3	18	-1	-8
CC(C)(CC(=O)O)Cc1nc(-c2ccc(Cl)cc2)no1	-14	2	3	-0.2	63*	-1.3	0	9	-1
Cc1ccc(-c2cc(-c3ccccc3)c(C#N)c(N)n2)o1	-96	26	12	1.4	5	0.3	-20	-5	7
O=S(=O)(c1ccccc1)N1CCN(Cc2ccccc2C(F)(F)F)CC1	-12	-6	64*	-0.5	-20	-0.6	-28	5	21
O=C(NCc1ccc2c(c1)OCO2)C1CC(=O)N(C2CCCCCC2)C1 (centres undefined)	-10	1	-3	-0.3	5	-0.3	-1	4	-2
CN1CCc2ccccc2C1C1CCNCC1 (centres undefined)	-10	2	-14	-0.6	2	-0.5	-26	4	10
O=C(O)c1ccc(-c2ccccc2C(F)(F)F)o1	2	9	-25	-0.7	6	-1.2	-12	7	17
Cc1c(C)c2ccc(OCc3ccc(C(=O)O)o3)c(C)c2oc1=O	-5	-15	46	1.5	-46	0.2	-28	-7	3
CCCCOCCCNC(=O)N[C@@H](CCSC)C(=O)OC	-5	4	-6	0.7	-12	-1.1	12	-5	-17
Cc1ccc(NC(=O)CN(C)S(=O)(=O)c2cccc3nsnc23)cc1	22	8	-13	-0.5	2	-1.6	-9	18	2
N#Cc1c2n(c(=S)n(-c3ccccn3)c1=O)CCCCC2	4	6	5	-0.3	7	3.1	-15	-2	-11
Cc1nc2c(nnn2Cc2ccccc2)c(=O)n1-c1ccccc1	1	-11	8	0.1	9	1.0	4	6	5
CC1CCCN(c2ccc(C(=O)NCC3CCCO3)cn2)C1 (centres undefined)	12	14	-5	-1.5	58*	-1.1	28	-6	-24
O=C(O)c1ccc(NC(=O)C2CC=CCC2C(=O)O)cc1 (centres undefined)	-6	-4	-3	-1.1	18	-1.9	15	5	15
Cc1cc(N2CCOCC2)nc(SCC(=O)c2ccc(Cl)cc2)n1	-37	11	-11	0.3	-8	-0.6	-25	-3	11
O=c1[nH]n(-c2cccc3cccnc23)c(=O)c2ccccc12	8	-3	-21	-0.5	-5	0.6	5	1	13
COc1ccc(C(=O)NCc2nc3ccccc3[nH]2)cc1OC	-2	-7	0	0.4	-1	-0.2	0	-4	-9
CCCCOc1ccc(C(=O)Nc2cccc(C)n2)cc1	-19	12	37	-0.8	59*	-0.4	55*	1	27

Single values from the list.
`CCCCOc1ccc(C(=O)Nc2cccc(C)n2)cc1` in Ecoli tolC is listed with 37
`O=c1[nH]n(-c2cccc3cccnc23)c(=O)c2ccccc12` in AP ELISA ortho is listed with 13
`COc1ccc(C(=O)NCc2nc3ccccc3[nH]2)cc1OC` in SF1 activator is listed with -1
`Cc1nc2c(nnn2Cc2ccccc2)c(=O)n1-c1ccccc1` in S1P1 ag-PAM is listed with 1
